# Screening results from PubChem BioAssay.
# HP1b chromo inh – HP1-beta chromodomain-methylated histone interaction inhibition | AlphaScreen HP1-beta / biotin-H3K9me3 peptide binding | P83916 | 390,000 tested, 0.56% active | AID 540317 | Potency, µM (titrated, usually from 114 µM), inactives show top-dose activity change, negative = inhibition, actives largely listed as inhibitors; further: potency means the concentration at half of the fitted maximal effect; nearly all actives have a fitted effect of over 70% in size; inactives centre near 23
#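 HP1-beta protein (50 nM final) preincubated 30 min at room temperature with biotinylated H3(1-18)K9me3 peptide (50 nM) in PBS pH 7.4, 0.01% Tween-20, then compound added for 30 min. AlphaScreen streptavidin donor/nickel chelate acceptor beads (10 ug/mL final), 30 min dark, luminescence read.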
# PI4K2A block – PI4K2A (human) kinase inhibition; AID 1346378; 420,000 tested, 0.13% active; activity change, negative = inhibition, % at 76.9 µM; purified PI4K2A, ADP-Glo luminescence, 1 h; active compounds read low; Q9BTU6; in the data active means activity change below about -50%; inconclusive means mostly about -30% to -49%;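 further: -100% = wells without enzyme as full effect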
#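 ADP-Glo luminescence measured ADP generated by PI4K2A enzyme (4 ug/mL before mixing) with 1.2 mM PI substrate (pre-mix) and 300 microM ATP (pre-mix). Tris pH7.5 buffer with MgCl2, Triton X-100; 1 h reaction at ambient temperature.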
# GLS inh – blocks human kidney-isoform glutaminase activity; Potency, µM (titrated, usually from 45.5 µM), inactives show top-dose activity change, negative = inhibition, hits mostly inhibitors; 410,000 tested, 0.21% active; AID 624170; GLS enzymatic activity, qHTS titration; O94925; further: potency means the concentration at half of the fitted maximal effect; on the % scale 0 is the no-effect control and ±100 the full control effect
#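 hKGA in 45 mM KH2PO4 (pH 8.2), 0.02% Tween-20 with compound, then 1mM L-Glutamine (stock as added) plus glutamate oxidase/HRP/Amplex red coupling mix. Fluorescence read initially and after 30 min at RT; signal change reflects glutamate formation.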
# JMJD2A Tudor inh – inhibitors of human JMJD2A Tudor domain. 390,000 tested, 4.4% active. Potency, µM (highest dose often 114 µM), without a hit: at the top dose activity change, negative = inhibition, most hits filed as inhibitors. O75164. AlphaScreen JMJD2A-Tudor / H3K4me3 peptide binding; further: potency means the concentration at half of the fitted maximal effect; on the % scale 0 is the no-effect control and ±100 the full control effect; nearly all actives have a fitted effect of over 50% in size
# Target sequence (O75164 whole entry, looked up, the tested form may be a part): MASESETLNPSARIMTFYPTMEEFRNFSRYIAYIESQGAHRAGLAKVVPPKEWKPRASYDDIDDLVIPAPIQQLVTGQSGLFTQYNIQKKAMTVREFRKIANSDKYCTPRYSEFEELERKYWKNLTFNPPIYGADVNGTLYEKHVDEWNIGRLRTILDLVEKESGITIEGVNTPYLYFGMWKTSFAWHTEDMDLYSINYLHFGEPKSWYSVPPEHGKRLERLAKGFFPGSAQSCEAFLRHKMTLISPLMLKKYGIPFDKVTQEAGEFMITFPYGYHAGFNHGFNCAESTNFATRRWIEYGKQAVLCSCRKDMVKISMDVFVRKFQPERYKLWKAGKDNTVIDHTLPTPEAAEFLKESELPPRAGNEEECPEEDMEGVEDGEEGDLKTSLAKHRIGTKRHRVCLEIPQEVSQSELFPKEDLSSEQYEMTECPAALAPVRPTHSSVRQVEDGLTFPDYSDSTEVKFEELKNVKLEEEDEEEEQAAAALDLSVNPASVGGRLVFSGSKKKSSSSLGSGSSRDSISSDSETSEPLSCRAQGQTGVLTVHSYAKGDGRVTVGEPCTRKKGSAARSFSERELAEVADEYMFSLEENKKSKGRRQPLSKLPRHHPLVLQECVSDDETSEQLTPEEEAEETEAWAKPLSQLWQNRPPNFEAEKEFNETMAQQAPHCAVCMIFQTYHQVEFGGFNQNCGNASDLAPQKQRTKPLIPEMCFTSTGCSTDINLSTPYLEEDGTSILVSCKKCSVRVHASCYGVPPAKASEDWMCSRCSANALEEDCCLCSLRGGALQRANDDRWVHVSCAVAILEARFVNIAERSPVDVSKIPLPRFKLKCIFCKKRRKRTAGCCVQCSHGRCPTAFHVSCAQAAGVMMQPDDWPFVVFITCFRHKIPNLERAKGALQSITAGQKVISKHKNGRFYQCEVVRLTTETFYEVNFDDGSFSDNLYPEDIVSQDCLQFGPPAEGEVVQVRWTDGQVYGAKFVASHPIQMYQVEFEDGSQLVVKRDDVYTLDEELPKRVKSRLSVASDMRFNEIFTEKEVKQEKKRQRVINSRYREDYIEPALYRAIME
# BAZ2B inh – blocks human BAZ2B; Q9UIF8; AlphaScreen BAZ2B-H3K14Ac peptide displacement; Potency, µM (highest dose often 114 µM), for inactives: top-dose activity change, negative = inhibition, hits mostly inhibitors; 360,000 tested, 4.4% active; AID 504333; further: potency means the concentration at half of the fitted maximal effect; on the % scale 0 is the no-effect control and ±100 the full control effect; nearly all actives have a fitted effect of over 60% in size
#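 AlphaScreen displacement: compounds (up to 110uM) incubated 30 min at room temperature with a preformed 50 nM BAZ2B/50 nM biotinylated H3K14Ac peptide complex in PBS pH 7.4 with Tween-20. Donor and acceptor beads at 10 ug/mL final added, 20 min light-protected before reading.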
# ALOX12 inh – inhibitors of human 12S-lipoxygenase ALOX12. purified 12hLO, xylenol orange hydroperoxide absorbance. Potency, µM (highest dose often 108 µM), for inactives: top-dose activity change, negative = inhibition, usual class: inhibitors. 580,000 tested, 1.1% active. P18054; further: potency means the concentration at half of the fitted maximal effect; on the % scale 0 is the no-effect control and ±100 the full control effect
#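 Purified human 12hLO at 150 nM in 25 mM Hepes, 0.01% Triton X-100, pH 7.0, preincubated 15 min at room temperature with compound. Reaction started with 40 uM arachidonic acid, 30 min at room temperature. Hydroperoxide measured by Fe-xylenol orange, 573/405 nm absorbance ratio.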
# ERG Ets-DNA blk – ERG Ets/DNA interaction inhibition. P11308. fluorescence polarization, His-ERG Ets domain / labelled DNA. Potency, µM (series often up to 76.9 µM), for the others: at the highest dose FP activity, negative = inhibition, usual class: inhibitors. 370,000 tested, 0.028% active; active means well fitted inhibition curve with a large enough effect in the polarisation, with a control signal flat; inconclusive means small, poorly fitted or top-dose-only effect, or effect the other way, or a change in a side signal; inactive means no such curve, though single readings can be large or run the other way; the % refers to the polarisation;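 further: polarization taken with two DNA probes labelled with fluorescein and Texas red; potency means the concentration at half of the fitted maximal effect; % of control where 0% means no effect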
#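 His-tagged ERG Ets domain (1 uM in the protein solution; 300mM KCl, 50mM Tris-HCl, 1mM EDTA, 1mM DTT, pH 7.5) received compound, then a probe mix of 5 nM fluorescein-DNA and 100nM Texas-615-DNA. Fluorescence polarization was read for both dyes.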
# G9a inh – inhibitors of human histone lysine methyltransferase G9a | G9a H3K9 monomethylation, AlphaScreen, 2 h | Q96KQ7 | 350,000 tested, 8.8% active | Potency, µM (top dose mostly 102 µM), inactives show top-dose activity, negative = inhibition, most hits filed as inhibitors; further: potency means the concentration at half of the fitted maximal effect; on the % scale 0 is the no-effect control and ±100 the full control effect; nearly all actives have a fitted effect of over 75% in size
#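 AlphaScreen detection with an anti-monomethyl H3K9 antibody quantified product after a 2 h room-temperature reaction containing 500 nM biotinylated H3K9 peptide, 20 µM SAM and 20 nM enzyme, which had been preincubated 15 min with compound.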
# RGS4 inhibitor – human RGS4 inhibition | Potency, µM (titrated, usually from 114 µM), inactives show at the highest dose activity change, negative = inhibition, actives largely listed as inhibitors | P49798 | 390,000 tested, 0.039% active | Transcreener GDP fluorescence polarization, RGS4-accelerated GTP hydrolysis; further: potency means the concentration at half of the fitted maximal effect; on the % scale 0 is the no-effect control and ±100 the full control effect; nearly all actives have a fitted effect of over 75% in size; some results filed as inactive show a strong effect at the top dose
#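 MLSMR compounds (23 nl, pin-transferred) preincubated 10 min at room temperature with a 500nM (2x) first reagent, then RGS4 at 900nM (2x) plus Transcreener GDP mix added; fluorescence polarization (620/688 nm) read before and after 90 min at 30 °C.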
# Numbers without * were called inactive; i = inactive; ? = inconclusive; / = not tested or not shown; [ ] = remark or other dose. Unless noted, the call rests on the fitted dose curve; in most records, active means well fitted curve in the direction sought with a large enough effect; inconclusive means small, poorly fitted or top-dose-only effect, or another doubt; inactive means no such curve, though single readings can be large; an effect the other way counts as inactive or inconclusive. An excerpt (hit frequency here may not be typical).
SMILES,HP1b chromo inh,PI4K2A block,GLS inh,JMJD2A Tudor inh,BAZ2B inh,ALOX12 inh,ERG Ets-DNA blk,G9a inh,RGS4 inhibitor
COCCCn1c(SCC(=O)NCc2ccccc2)nc2ccccc2c1=O,26%,-2,17%,-12%,-5%,21%,/,23%[59 µM],11%
Cc1sc(NC(=O)Cn2c(=O)oc3ccccc32)nc1-c1ccc(Cl)cc1,11%,2,-1%,-19%,-9%,-14%,-1%,-10%[59 µM],-20%
CC(=O)c1ccc(NC(=O)C(C)OC(=O)c2ccc(NS(=O)(=O)c3ccc4[nH]c(=O)[nH]c4c3)cc2)cc1 (stereo not drawn),-3%,-2,-6%,-24%,/,-23%,-2%,/,-3%
COc1cc(NC(=O)Cc2ccccc2)ccc1NC(=O)c1ccco1,3%,2,-26%,-14%,-1%,0%,3%,3%,-20%
CCOC(=O)CSC(=S)NC(=O)c1ccc(OC)cc1,24%,3,17%,?,-1%,?,3%,?,-38%
COc1ccccc1C(=O)NC(CCSC)C(=O)OC(C)C(=O)NC1CC1 (stereo not drawn),18%,1,3%,-8%,12%,-21%,12%,19%[2.33 µM],30%
COc1ccc(-c2cc(Cl)cc3c(=O)c4ccccc4n(C)c23)cc1F,184%[activator],2,-1%,104%[activator],66%[activator],-7%,4%,/,19%
COCC(=O)Nc1c(C(=O)Nc2ccc3c(c2)OCCO3)oc2ccccc12,-6%,-1,-10%,-32%,-21%,-10%,10%,0%,13%
Clc1cc(Br)ccc1OCCCNCc1ccccc1,?,0,1%,2.8µM*,?,?,-6%,7.1µM*,6%
O=C(Cc1cccs1)Nc1ccccc1,37%[activator],1,1%,12%,0%,0%,16%,22%[59 µM],-7%
CCOP(=O)(OCC)c1nc(-c2ccccc2)oc1N1CCCCC1,18%,0,-6%,-8%,-17%,i,0%,-18%,-18%
O=C(CN1C(=O)NC2(CCCCCCC2)C1=O)Nc1ccc(Cl)cc1,25%,8,-6%,-20%,-17%,-25%,2%,24%[12.7 µM],20%
O=C(Nc1cccc(F)c1)Nc1ccc2c(c1)CCC2,30%,-2,-7%,-3%,0%,8%,5%,?,-11%
Nc1nc(CSc2nc3ccccc3[nH]2)nc(N2CCOCC2)n1,16%,-1,5%,-6%,1%,10%,-5%,25%[12.7 µM],23%
COc1cc(C(=O)Nc2ccc(C(=O)O)cc2)ccc1OC(C)=O,14%,-2,1%,-12%,-20%,0%,-3%,-22%,-3%
COC(=O)COc1ccc(S(=O)(=O)Nc2ccc(NC(C)=O)cc2)cc1C,15%,0,18%,-12%,8%,-27%,-9%,-14%[59 µM],-23%
C/C(=N/NC(N)=S)c1ccc(Br)s1,12%,3,20%,-35%,-17%,25µM*,1%,16µM*,?
Cc1nn(CC(=O)N2CCN(c3ccccc3)CC2)c(=O)c2cc3sccc3n12,41%[activator],0,3%,-7%,-4%,0%,2%,11%[59 µM],-9%
Cn1c(COc2ccccc2)nnc1SCC(=O)Nc1ccc(S(N)(=O)=O)cc1,19%,6,-6%,-7%,-15%,21%,-6%,?,11%
COc1ccc(CNC(=O)c2cc3sccc3n2Cc2ccc(C)cc2)cc1,27%,-4,1%,-20%,-15%,?,2%,?,-10%
O=C(CS(=O)(=O)Cc1ccccc1)Nc1ccc(S(=O)(=O)N2CCCCCC2)cc1,8%,2,6%,-22%,-5%,0%,5%,/,-19%
NS(=O)(=O)c1ccc(N2C(=O)C(=O)/C(=C(/O)c3ccccc3)C2c2ccc(Cl)cc2)cc1 (stereo not drawn),15%,-1,10%,-9%,7%,?,7%,50µM*,8%
CCCNC(=O)N[C@@H](CCSC)C(=O)OC,27%,4,4%,-14%,-4%,27%,2%,4%,-10%
CN(C)Cc1c(O)ccc2c1O/C(=C\C=C\c1ccccc1)C2=O,-8%,7,-5%,1%[11.4 µM],-23%,-24%,4%,?,8%[11.4 µM]
Cc1cc(C)c(C#N)c(SCc2[nH]nc3c2C(c2ccc(F)cc2)C(C#N)=C(N)O3)n1 (stereo not drawn),11%,3,19%,-36%,-35%,-14%,-23%,?,-46%
Cc1c(C(=O)OC/C(O)=C(\C#N)c2nc3ccccc3[nH]2)oc2ccc(Br)cc12,10%,-3,14%,-18%,0%,9%,17%,8%[12.7 µM],10%
COc1ccc(C)cc1NC(=O)NCc1cccn1Cc1ccccc1,60%[activator],-1,3%,-32%,-16%,-14%,1%,5%[59 µM],-3%
COCCN(Cc1ccccc1)C(=O)c1ccc(C(=O)c2ccccc2)cc1,49%[activator],-2,0%,-15%,-4%,5%,6%,1%[12.7 µM],-15%
CCN(CC)C(=O)C1c2ccccc2Oc2ccccc21,40%[activator],0,12%,-16%,5%,0%,-7%,7%,16%
CCC(=NCCc1c(C)[nH]c2ccccc12)C1=C(O)CC(c2ccccc2)CC1=O (stereo not drawn),0%,-6,0%,?,?,-27%,-6%,?,11%
CC(C)Cc1ccc(C(C)NC(=O)Cc2ccc(S(=O)(=O)N3CCOCC3)s2)cc1 (stereo not drawn),27%,-2,8%,-12%,10%,-3%,1%,-4%,-21%
Cc1c2c(nc3ccccc13)CC(C)(C)CC2=O,64%[activator],-6,4%,-7%,-18%,?,-4%,-39%,-21%
Cc1ccc(CSCC(=O)NCc2cccnc2)cc1,20%,-1,21%,-12%,12%,-2%,-1%,-3%[59 µM],20%
COc1ccc2nc(SCC(=O)O)nc(C)c2c1,59%[activator],-3,8%,-8%,0%,0%[57.4 µM],-7%,?,14%
COc1ccccc1CNC(=O)c1ccc(NC(=O)CC2SC(N3CCCC3)=NC2=O)cc1 (stereo not drawn),27%,8,-8%,2%,/,4%,7%,/,-4%
COc1ccc(S(=O)(=O)N2CCC(C(=O)N3CCCCC3)CC2)cc1Cl,21%,-2,-6%,-5%,9%,15%,/,5%[59 µM],9%
O=C(Nc1cscc1S(=O)(=O)c1ccc(Cl)cc1)c1ccccc1Cl,40%[activator],4,3%,25%,12%,-22%,6%,6%[59 µM],33%
O=c1cc(CCc2ccccc2)oc2cccc(O)c12,131%[activator],0,-1%,68%[activator],/,0%,-19%,/,3%
O=C(C/C=N\OCc1ccc([N+](=O)[O-])cc1)Nc1ccc(Br)cc1,17%,0,0%,-13%,-10%,-6%,0%,4%[59 µM],7%
CCCCC(=O)OCc1c(-c2ccccc2)ncc2ccccc12,101%[activator],-7,0%,52%[activator],29%,?,21%,7%[0.501 µM],18%
CC(NS(=O)(=O)c1ccc(OCC(=O)Nc2cccc([N+](=O)[O-])c2)cc1)c1ccccc1 (stereo not drawn),31%[57 µM],3,-2%,-3%,0%,-9%,15%,12%[59 µM],0%
C=CCn1c(C)cc(C(=O)COC(=O)C2CC(=O)N(CCc3ccc(OC)c(OC)c3)C2)c1C (stereo not drawn),-9%,-1,0%,-17%,-37%,-3%,/,?,-37%
